CYP2C19 activ: increases human CYP2C19 enzyme activity | recombinant CYP2C19, luciferin-H EGE luminescence; hits give high values; 0 = fully inhibited enzyme, 1 = untreated enzyme | P33261 | activation factor at 5 µM | 96,000 tested, under 10 active;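 active means activation factor of at least 2 at 5 µM in the primary screen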;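 further: 0 = wells with 2.5 mM tranylcypromine and 1 = vehicle-only wells; values of inactives mirror those of a sister screen read the other way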
Target sequence (P33261 whole entry, looked up): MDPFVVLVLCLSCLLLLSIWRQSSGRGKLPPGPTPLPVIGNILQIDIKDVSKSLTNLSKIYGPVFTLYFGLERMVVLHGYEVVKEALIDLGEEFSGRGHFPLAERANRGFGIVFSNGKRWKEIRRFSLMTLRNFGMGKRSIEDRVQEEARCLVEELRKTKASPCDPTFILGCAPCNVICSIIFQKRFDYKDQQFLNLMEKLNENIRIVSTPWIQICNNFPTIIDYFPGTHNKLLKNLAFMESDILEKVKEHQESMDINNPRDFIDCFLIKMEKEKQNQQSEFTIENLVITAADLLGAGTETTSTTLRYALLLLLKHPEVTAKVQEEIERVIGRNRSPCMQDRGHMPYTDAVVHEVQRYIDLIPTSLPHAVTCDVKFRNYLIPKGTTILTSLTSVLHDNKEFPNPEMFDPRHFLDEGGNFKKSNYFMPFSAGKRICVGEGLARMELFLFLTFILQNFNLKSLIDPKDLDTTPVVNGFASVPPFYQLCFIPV
CYP2C19 inhib: blocks human cytochrome P450 2C19; P33261; CYP2C19 Supersomes, luciferin-H EGE luminescence, 30 min; inhibition, % at 5 µM; hit rate 21% among 96,000;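 active means CYP2C19 inhibition above a set limit at 5 µM in the primary screen, cut at about 50% in these data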;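 further: plate controls were negative control wells for no effect and 2.5 mM tranylcypromine positive control for full effect; values of inactives mirror those of a sister screen read the other way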
PLK1 inh: inhibitors of human PLK1 kinase; recombinant PLK1 kinase, TR-FRET peptide phosphorylation; hit rate 0.53% among 97,000; P53350; inhibition, % at 10 µM;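 active means inhibition of 50% or more in the single-concentration screen; inactive means inhibition below 50%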;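 further: 0% = DMSO max control and 100% = H-89 dihydrochloride min control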
EphB4 antag: antagonists of human EphB4-ephrin-B2 interaction. P54760. EphB4 LBD / TNYL-RAW-Alexa532 peptide, fluorescence polarization. inhibition, % at 7 µM. hit rate 0.15% among 97,000. AID 720;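 active means inhibition above the screen-wide mean inhibition plus 3 SD, cut at about 15% in these data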;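 further: 0% = DMSO wells and 100% = excess unlabeled TNYL-RAW peptide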
Rev-RRE block: inhibitors of HIV-1 Rev-RRE RNA interaction. Rev peptide-RRE RNA binding, FRET. inhibition, % at 8 µM. hit rate 0.79% among 97,000. AID 704;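 active means inhibition above the screen-wide mean plus 3 SD, cut at about 35% in these data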;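 further: 0% = median DMSO wells and 100% = median Neomycin B control wells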
Target sequence (P05866 whole entry, looked up): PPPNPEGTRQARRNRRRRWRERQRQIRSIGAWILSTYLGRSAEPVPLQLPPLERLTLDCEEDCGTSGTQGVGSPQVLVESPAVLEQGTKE
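Probe or stimulus: fluorescein-Rev peptide as binding partner; assay system: Cy5-tagged RRE RNA duplex with fluorescein-tagged Rev peptide; timing: 5 min compound–RNA preincubation, then 15 min with peptide, 25 °C; medium: HEPES pH 7.5 buffer with KCl, MgCl2, NaCl and EDTA; signal: fluorescein-to-Cy5 FRET, 480 nm excitation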
CYP2C9 inhib: inhibitors of human CYP2C9; hit rate 20% among 96,000; CYP2C9 Supersomes, luciferin-H conversion, luminescence; inhibition, % at 5 µM; AID 777; P11712;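 active means blocking of liver enzyme CYP2C9 beyond about 50% at 5 µM, limit read from the data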; further: values of inactives mirror those of a sister screen read the other way
Target sequence (P11712 whole entry, looked up): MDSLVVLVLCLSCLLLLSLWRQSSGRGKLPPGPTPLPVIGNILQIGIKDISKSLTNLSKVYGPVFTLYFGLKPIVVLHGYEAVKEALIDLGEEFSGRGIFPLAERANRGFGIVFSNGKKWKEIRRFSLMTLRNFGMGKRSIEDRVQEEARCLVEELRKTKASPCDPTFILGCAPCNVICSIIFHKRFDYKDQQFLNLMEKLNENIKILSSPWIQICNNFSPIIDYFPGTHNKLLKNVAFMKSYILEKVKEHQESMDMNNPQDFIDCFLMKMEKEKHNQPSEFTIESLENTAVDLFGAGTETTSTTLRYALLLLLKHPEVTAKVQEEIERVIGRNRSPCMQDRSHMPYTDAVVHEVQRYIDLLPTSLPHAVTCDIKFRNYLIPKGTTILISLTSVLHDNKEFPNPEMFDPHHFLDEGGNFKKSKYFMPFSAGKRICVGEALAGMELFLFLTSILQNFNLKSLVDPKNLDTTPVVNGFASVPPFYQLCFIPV
Plk1 PBD FP: inhibitors of human Plk1 polo box domain binding. P53350. Plk1 PBD phosphopeptide binding, fluorescence polarization. inhibition, %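 (tested at about 20 µM)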. hit rate 0.13% among 97,000. AID 693; in the data active means inhibition above about 34%, passing the limit was not always enough
CYP2C9 activ: increases human cytochrome P450 2C9 activity; P11712; recombinant CYP2C9, luciferin-H conversion, luminescence; hits give high values; factor 1 = untreated enzyme, 0 = blocked; activation factor at 5 µM; hit rate 1.4% among 96,000;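 active means activation factor of 2 or more for CYP2C9 at a 5 µM dose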;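 further: 0 = sulfaphenazole-blocked wells and 1 = vehicle-only wells; values of inactives mirror those of a sister screen read the other way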
PLAP act: human PLAP activation; P05187; hit rate 1.2% among 96,000; AID 696; purified PLAP enzyme, luminescent substrate read-out; hits give high values; activation fold at 20 µM; in the data active means activation fold above about 2
Starred values were filed as active, the others as inactive; . = not tested or not shown.

SMILES	CYP2C19 activ	CYP2C19 inhib	PLK1 inh	EphB4 antag	Rev-RRE block	CYP2C9 inhib	Plk1 PBD FP	CYP2C9 activ	PLAP act
O=C(NCCc1c[nH]c2ccccc12)Nc1ccccc1	0.1	91*	-10	7	-1	-20	13	1.2	0.8
Cn1nnnc1SCC(=O)N1CCN(Cc2ccccc2)CC1	0.6	39	-8	2	5	2	10	1	1.1
O=C(NCC1CCCO1)C(c1cccs1)N(C(=O)Cn1nnc(-c2cccs2)n1)C1CCCC1 (stereo unspecified)	.	.	-11	-9	8	.	-12	.	.
O=C(C1CCCN(S(=O)(=O)c2cccc3nonc23)C1)N1CCC(Cc2ccccc2)CC1 (stereo unspecified)	0.5	51*	-4	-2	7	-79	15	1.8	1.4
O=C(NC1CCCCC1)C1CCCN1S(=O)(=O)c1cccc2nsnc12 (stereo unspecified)	0.6	41	0	-1	3	54*	6	0.5	1
O=C(CN1C(=O)c2cccc3cccc1c23)NCc1ccccn1	0.9	8	-9	3	9	-176	-14	2.8*	0.9
C/C=C/Cn1c(SCc2ccccc2)nc2c1c(=O)[nH]c(=O)n2C	0.7	30	-14	-1	8	32	10	0.7	1.1
C=CCn1c(N)cc(=O)nc1SC(C)C(=O)Nc1cccc2ccccc12 (stereo unspecified)	.	.	-6	7	7	.	5	.	.
Nc1n[nH]c(-c2ccccc2)c1-c1ccccc1	0.8	16	42	-5	2	10	10	0.9	1.3
COc1ccc(OCc2cccc(C(=O)N3CCCC3)c2)cc1	.	.	-10	-6	2	.	-8	.	.
COc1ccc(OCCCC(=O)N2CCCc3ccccc32)cc1	0	98*	-2	-2	10	83*	13	0.2	1.3
COc1ccc(CCNc2oc(COc3ccc(F)cc3)nc2C#N)cc1	0.5	53*	-3	-2	18	70*	-22	0.3	0.8
O=C(O)c1ccc(Cl)c2c1C1C=CCC1C(c1ccccn1)N2 (stereo unspecified)	1	0	25	-1	0	22	15	0.8	1.3
Cn1c(CO)cnc1SCc1ccc([N+](=O)[O-])cc1	0.3	65*	-7	0	1	31	-16	0.7	1.2
COCCNC(=O)COC(=O)/C=C/c1cnc2ccccc2n1	1	-5	-3	3	9	7	6	0.9	1.1
CCCCCC(=O)Nc1nc(C)c(-c2csc(Nc3ccccc3OCC)n2)s1	0.9	13	-2	-4	-5	33	-5	0.7	0.8
CCOC(=O)N1CCC(NC(=O)C2CCN(c3ccc(N4CCOCC4)nn3)CC2)CC1	1	0	-10	5	0	8	-5	0.9	1.3
CCCC(=O)Nc1sc(C(=O)OC)c(C)c1C(N)=O	1	-1	5	8	5	9	-17	0.9	0.9
CCN(c1ccccc1)S(=O)(=O)c1ccc(Oc2ccc(-n3ccnc3)cc2)nc1	.	.	-1	1	-1	.	-24	.	.
COc1ccc(-c2nnc(SCC(=O)NC(C)C)n2CC2CCCO2)cc1OC (stereo unspecified)	1.1	-8	.	.	.	10	.	0.9	1.3
COc1ccc(OC)c(-c2nc(C)sc2CC(=O)O)c1	1.2	-18	-17	1	6	-20	-10	1.2	0.8
CC1(C)NC(=O)N(CCOc2cccc(Oc3ccccc3)c2)C1=O	0.6	42	.	.	.	62*	.	0.4	1.6
CCCCNC(=O)OCC(CC)NC(=O)OCC(C)C (stereo unspecified)	0.8	25	-13	1	0	15	-8	0.9	1
CCOC(=O)CSc1nnc([C@@H](NC(=O)OC(C)(C)C)C(C)C)o1	0.9	6	-9	3	0	2	-18	1	1
Cc1nc2ccccc2c2oc(C(=O)NCCN3CCN(C)CC3)cc12	1.1	-14	-8	-9	2	-13	-5	1.1	1.3
O=C(CSc1nc2c(c(C(F)(F)F)n1)CCc1ccccc1-2)NCc1ccco1	1	4	-10	0	6	28	15	0.7	1
Cc1cc(C)nc(NS(=O)(=O)c2ccccc2)n1	1.2	-18	-5	-3	7	-18	-18	1.2	1
CC(C)n1c(SCC(=O)Nc2ccccc2)nc2c1c(=O)n(C)c(=O)n2C	.	.	-11	2	8	.	10	.	.
O=C(Nc1sc2c(c1C(=O)c1ccc(Cl)cc1)CCCC2)c1cccnc1	0.8	16	-16	-2	0	30	-38	0.7	1.4
CCOC(=O)CNc1c(-c2ccc(O)cc2)nc2ccc(Cl)cn12	0.8	23	-8	-5	2	7	16	0.9	1.1
COCCn1c(SCc2nnc(-c3ccccc3)o2)nc2sc3c(c2c1=O)CCC3	0.5	48	-9	0	1	87*	-3	0.1	1.7
CC1NC(=O)N(C)C2NC(=O)N(C)C(c3ccccc3)C12 (stereo unspecified)	1	-1	.	.	.	0	.	1	1
COC(=O)C1=C(N)Oc2cc(C)n(Cc3cccnc3)c(=O)c2C1c1cccc(OC)c1OC (stereo unspecified)	0.7	35	-4	3	4	50*	-26	0.5	1.5
CC1CCN(C(=O)CN(C2CCCCC2)S(C)(=O)=O)CC1	0.9	7	-10	-4	-2	-8	0	1.1	0.9
Cn1c(=O)c2c(nc(Sc3ncccn3)n2Cc2ccccc2Cl)n(C)c1=O	0.9	11	-7	6	2	22	-3	0.8	1.8
CC(C)(C)NCCCCOc1ccc(F)cc1	1.2	-16	-10	-8	8	-18	14	1.2	0.9
O=C(CSC1=NCCS1)Nc1ccnc2ccccc12	0.7	32	.	.	.	38	.	0.6	1
CS(=O)(=O)c1ccc2nc(NC(=O)C3CCCCC3)sc2c1	1	-1	.	.	.	7	.	0.9	0.9
O=C(C(NS(=O)(=O)c1cccc2nsnc12)c1ccccc1)N1CCN(c2ccccn2)CC1 (stereo unspecified)	0.6	36	-4	8	4	79*	-7	0.2	1.3
CCOC(=O)Cn1c(S(=O)(=O)Cc2ccccc2)nc2ccccc21	0.6	35	-14	0	4	4	-4	1	0.9
COc1ccc(N2CCN(Cc3nc4c(c(=O)[nH]c(=O)n4C)n3CCCc3ccccc3)CC2)cc1	0.8	18	36	-5	-1	38	8	0.6	1.2
COc1ccc(NC(=O)C2CCN(c3cc(-c4ccccc4)nc4ncnn34)CC2)cc1OC	0.7	25	-15	0	8	38	-26	0.6	1.5
COc1ccc(NC2CC(=O)N(C)C2=O)cc1 (stereo unspecified)	1.1	-10	.	.	.	2	.	1	0.9
Cc1cc2nc(-c3cccc(NC(=O)c4ccc(Br)o4)c3C)oc2cc1C	0.8	19	-9	1	9	50*	-2	0.5	0.9
COc1ccc(NC(=O)N(CCN2CCCC2)Cc2cc3cc(OC)c(OC)cc3[nH]c2=O)cc1	1	2	-9	2	12	75*	-7	0.3	1.6
CSc1cccc(NC(=O)c2ccco2)c1	0.4	58*	-6	-2	6	-16	-3	1.2	0.8
CN(C)CCCN1C(=O)C(=O)/C(=C(/O)c2ccncc2)C1c1cccc(Br)c1 (stereo unspecified)	0.9	11	4	1	4	2	37	1	1
O=C(O)c1cc(-c2ccncc2)nc2ccc(S(=O)(=O)N3CCOCC3)cc12	0.9	7	9	-2	-1	60*	16	0.4	0.9
CCS(=O)(=O)n1nc(-c2ccc(Cl)cc2)nc1SC	0.6	37	-7	1	6	36	-4	0.6	1
O=C(COc1ccc(S(=O)(=O)NCc2ccccc2)cc1Cl)NCC1CCCO1 (stereo unspecified)	1	-1	-15	-1	12	78*	-3	0.2	1.4

(continued)
SMILES	CYP2C19 activ	CYP2C19 inhib	PLK1 inh	EphB4 antag	Rev-RRE block	CYP2C9 inhib	Plk1 PBD FP	CYP2C9 activ	PLAP act
N#Cc1c(-c2ccco2)c2c([nH]c1=S)CCCC2	0.8	17	.	.	.	-42	.	1.4	1.5
Cc1ccc(SCC(=O)NCc2ccco2)cc1	.	.	-10	0	4	.	3	.	.
CCN(CC)c1ccc(NC(=O)c2ccccc2F)cc1	0.8	20	-4	3	3	-200	-18	3*	1.2
O=C(CSc1nc(-c2ccco2)cc(C(F)(F)F)n1)N1CCN(c2ccc(Cl)cc2)CC1	.	.	-19	2	-1	.	4	.	.
CSC1CCCCC1(O)CSc1nc2ccccc2o1 (stereo unspecified)	0.7	29	-2	-6	8	38	20	0.6	0.8
CSC1=N/C(=C\c2ccc(Br)o2)C(=O)S1	0.8	21	-5	-7	0	9	-14	0.9	1
O=C1CC(=O)C(n2cncn2)C(c2ccc(Cl)cc2)C1 (stereo unspecified)	0.9	6	-12	7	8	10	-5	0.9	1
Cc1ccc(CNC(=O)c2nc3nc(C)cc(C)n3n2)cc1	1.2	-18	-9	-8	-1	-14	7	1.1	1.1
O=C(NCc1ccco1)c1cccc(-c2nnc(-c3ccccc3)o2)c1	0.3	71*	-10	12	11	82*	8	0.2	0.8
COc1ccc(-n2nnnc2SCC(=O)Nc2cccc(NC(C)=O)c2)cc1OC	0.7	34	0	-2	-3	32	-1	0.7	0.9
CC1CCC(=NNC(=O)Cc2ccccc2)CC1 (stereo unspecified)	1	4	-7	-6	5	3	-9	1	1
CCn1c(CNc2ccc(OC)cc2)nnc1SCC(=O)c1ccc(OC)cc1	0.7	34	-11	-5	1	25	5	0.7	1.3
COCCn1nnnc1C(c1cc2cc(C)cc(C)c2[nH]c1=O)N1CCN(c2ccccc2F)CC1 (stereo unspecified)	0.7	35	-10	-3	5	78*	-10	0.2	1.6
O=C(Nc1ccc2c(c1)OC1(CCCC1)O2)C1CC1	0.1	88*	.	.	.	64*	.	0.4	0.9
CC1=CC(C)(C)N(C(=O)c2ccccc2)c2ccccc21	0.7	28	-5	3	12	14	-3	0.9	1
CC1CCN(c2nc(-c3ccco3)c3c(c2C#N)CC(C)(C)OC3)CC1	1.1	-11	.	.	.	56*	.	0.4	1.5
O=C(COC(=O)C12CC3CC(CC(C3)C1)C2)Nc1ccc(OC(F)F)cc1	1.2	-18	-15	-1	16	-21	-40	1.2	0.5
CCOC(=O)CCc1c(C)nc(SCCCn2c(=O)[nH]c3ccccc32)c(C#N)c1C	0.5	46	-19	4	11	64*	14	0.4	0.8
O=C(c1cn(-c2ccccc2)nc1-c1ccncc1)n1nnc2ccccc21	.	.	-12	3	6	.	-21	.	.
CCOC(=O)c1csc(NC(=O)CSc2nnnn2CC)n1	1	4	-2	3	4	8	-5	0.9	1
CCCCn1c(=S)[nH]c2ncccc2c1=O	0.9	11	-2	2	4	14	-6	0.9	0.9
CSc1nc(-c2ccccc2)nc2[nH]ccc(=O)c12	.	.	-6	4	8	.	9	.	.
CCn1nc(C(=O)N2CCN(Cc3ccc4c(c3)OCO4)CC2)c2ccccc2c1=O	0.6	36	3	-2	3	61*	0	0.4	1.9
COc1ccc(CCN(C(=O)C(F)(F)F)C(C(=O)NC2CCCC2)c2cccs2)cc1 (stereo unspecified)	0.4	63*	-4	7	14	77*	-9	0.2	1.3
CS(=O)(=O)N1CCN(c2ccccc2NC(=O)c2ccc(-c3ccc(Cl)cc3Cl)o2)CC1	0.8	25	-9	8	10	50*	-14	0.5	1

A section from the list above, as a working copy:
SMILES	CYP2C19 activ	CYP2C19 inhib	PLK1 inh	EphB4 antag	Rev-RRE block	CYP2C9 inhib	Plk1 PBD FP	CYP2C9 activ	PLAP act
CCn1nc(C(=O)N2CCN(Cc3ccc4c(c3)OCO4)CC2)c2ccccc2c1=O	0.6	36	3	-2	3	61*	0	0.4	1.9
COc1ccc(CCN(C(=O)C(F)(F)F)C(C(=O)NC2CCCC2)c2cccs2)cc1 (stereo unspecified)	0.4	63*	-4	7	14	77*	-9	0.2	1.3
CS(=O)(=O)N1CCN(c2ccccc2NC(=O)c2ccc(-c3ccc(Cl)cc3Cl)o2)CC1	0.8	25	-9	8	10	50*	-14	0.5	1
